TRPC4 agonist: activators of mouse TRPC4 channel. Q9QUQ5. HEK293 TRPC4beta/mu-opioid, Fluo4 calcium fluorescence; stronger effect = higher value. B-score at 10 µM. hit rate 0.49% among 310,000;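 active = B-score above 5 SD of library B-scores, and initial fluorescence ratio not above library mean plus 5 SD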;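 note: positive B-score marks a calcium rise read as TRPC4 activation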
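Assay system: HEK293 cells stably co-expressing mouse TRPC4beta and mu-opioid receptor / Timing: Fluo4 dye loading 45 min at room temperature, 110 s recording / Signal: Fluo4 calcium-sensitive dye fluorescence, kinetic, 1 Hz baseline / Read-out: integrated baseline-normalised fluorescence ratio, converted to per-well B score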
PolyA inhibitor: blocks polyadenylation in yeast reporter cells. S. cerevisiae SKY197-pL101 polyadenylation reporter, beta-gal luminescence; efflux-impaired pdr1/pdr3 knockout yeast; score 100 = 6 SD above DMSO. calls only at 12 µM. hit rate 0.02% among 300,000;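 active = lowest replicate activity score at least 50, where 100 means six control SD above control mean; inconclusive = lowest score under 50 but half or more replicates reach 50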;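 note: yeast exposed to compound for 9 h at 30 °C; higher score means more reporter readthrough which indicates perturbed polyadenylation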
hERG rescue: hERG (human) protection from proarrhythmic block | AID 1511 | CHO-hERG, FluxOR thallium flux, dofetilide IC70 present | activation (rescue from dofetilide block), less the hit threshold, % at 10 µM | hit rate 0.51% among 310,000;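 active = activation above the mean of controls blocked by dofetilide plus 5 SD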;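 note: thallium influx through hERG after potassium depolarization seen as dye fluorescence rise; in these data hits start at about 4.7%; inactives centre near -7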
Platelet DG rel: platelet dense granule release activity | human platelet-rich plasma, SFLLRN dense granule ATP release, luminescence | inhibition, %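 (compounds screened at 7.5 µM in platelet-rich plasma)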 | hit rate 0.22% among 300,000 | AID 1663;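 active = mean replicate score, as percent of positive control, at or above 50; inconclusive = mean below 50 but at least one replicate at or above 50; inactive = mean and every replicate below 50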
KCNK9 block: human KCNK9 channel inhibition; Q9NPC2; HEK293 KCNK9, FluxOR thallium flux fluorescence; stronger effect = lower value; B-score at 10 µM; hit rate 1.2% among 310,000;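 active = ratio B-score over 3 SD below the library mean, with starting fluorescence within 5 SD of its mean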;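 note: negative B-score means less thallium flux so channel inhibition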
Target sequence (Q9NPC2 whole entry, looked up): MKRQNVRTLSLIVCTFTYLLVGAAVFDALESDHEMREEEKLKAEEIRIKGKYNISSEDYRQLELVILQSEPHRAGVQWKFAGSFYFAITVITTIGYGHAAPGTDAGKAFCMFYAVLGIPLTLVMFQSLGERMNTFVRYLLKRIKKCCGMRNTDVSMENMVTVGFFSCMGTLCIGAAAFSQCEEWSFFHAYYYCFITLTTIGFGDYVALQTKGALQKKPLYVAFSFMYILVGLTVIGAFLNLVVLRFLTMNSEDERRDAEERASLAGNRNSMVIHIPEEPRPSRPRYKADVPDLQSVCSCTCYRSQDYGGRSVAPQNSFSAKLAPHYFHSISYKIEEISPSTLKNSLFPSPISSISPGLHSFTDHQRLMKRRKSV
Dyrk1A ADPGlo: Dyrk1A (rat) kinase inhibition; Q63470; ADP-Glo luminescence, NFATc1 peptide; inhibition, % at 12.5 µM; hit rate 0.43% among 310,000; AID 504441; in the data active = inhibition above about 50%;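 note: plate controls were vehicle with enzyme for no effect and no enzyme for full effect; many of its hits are not listed in these tables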
TRPC4 block: inhibitors of mouse TRPC4 channel; hit rate 0.39% among 300,000; HEK293 TRPC4beta/mu-opioid, DAMGO-evoked Fluo4 calcium flux; stronger effect = lower value; B-score at 10 µM; AID 2247;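 active = B-score over 3 SD under the library average, no early fluorescence shift, positive overall ratio signal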
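Assay system: TRPC4beta/mu-opioid receptor HEK293 cell line; compound dosing: single concentration per test compound; detection: Fluo4 Ca2+ flux fluorescence; evaluation: per-well B score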
TRPC4 PAM: TRPC4 (mouse) allosteric potentiation; HEK293 TRPC4beta/mu-opioid, DAMGO EC20, Fluo-4 Ca2+ flux; stronger effect = higher value; B-score at 10 µM; Q9QUQ5; hit rate 0.42% among 310,000;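 active = B-score of calcium response area above 5 SD of library B-scores, with initial fluorescence ratio within 5 SD of library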;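 note: B-score of integrated fluorescence ratio over time as area under calcium response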
KCNK3 block: human KCNK3 channel inhibition, primary screen; O14649; CHO-KCNK3 thallium flux, FluxOR fluorescence; stronger effect = lower value; B-score at 10 µM; hit rate 0.84% among 340,000; AID 602410;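 active = B-score under library mean minus 4 SD, starting fluorescence ratio at most library mean plus 5 SD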;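 note: more negative B-score means stronger inhibition of thallium flux through KCNK3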
Target sequence (O14649 whole entry, looked up): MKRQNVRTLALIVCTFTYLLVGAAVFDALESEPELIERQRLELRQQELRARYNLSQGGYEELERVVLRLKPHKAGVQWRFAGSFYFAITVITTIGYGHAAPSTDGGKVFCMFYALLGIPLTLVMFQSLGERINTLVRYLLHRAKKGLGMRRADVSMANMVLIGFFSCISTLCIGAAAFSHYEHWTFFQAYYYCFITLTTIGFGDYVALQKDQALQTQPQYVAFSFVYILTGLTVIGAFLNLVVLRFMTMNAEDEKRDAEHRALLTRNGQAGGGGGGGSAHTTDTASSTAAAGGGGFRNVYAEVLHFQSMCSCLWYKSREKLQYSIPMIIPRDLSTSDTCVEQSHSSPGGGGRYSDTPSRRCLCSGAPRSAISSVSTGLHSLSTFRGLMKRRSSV
KCNQ1 pot: human KCNQ1 channel potentiation or activation; P51787; CHO-K1 KCNQ1, thallium flux FluxOR fluorescence; stronger effect = higher value; B-score at 10 µM; hit rate 0.35% among 310,000; AID 2648;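 active = fluorescence ratio B-score, a plate-corrected score, at least three library SD, with initial intensity B-score within 5 SD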
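assay system = KCNQ1-transfected CHO-K1 cells | medium = assay buffer with matched DMSO | probe or stimulus = depolarizing K+/Tl+ stimulus, K2SO4 and Tl2SO4 each 12.5 mM in 5x stock | dosing = single dose | incubation = dye 90 min, compound 20 min, room temperature | detection = kinetic FluxOR fluorescence, 10 s baseline plus 110 s post-stimulus | evaluation = ratio B score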
KCNQ1 inh: blocks the human KCNQ1 potassium channel | P51787 | CHO-K1 KCNQ1, FluxOR thallium flux fluorescence; stronger effect = higher value | B-score at 10 µM | hit rate 1.3% among 310,000 | AID 2642;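 active = compounds whose thallium flux B-score, printed positive for inhibition, exceeds three library SD while starting fluorescence stays within three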;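 note: channel opened by potassium depolarization with thallium stimulus after 20 min compound exposure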
* = called active by the depositor; i = inactive; ? = inconclusive; . = no result given.

SMILES	TRPC4 agonist	PolyA inhibitor	hERG rescue	Platelet DG rel	KCNK9 block	Dyrk1A ADPGlo	TRPC4 block	TRPC4 PAM	KCNK3 block	KCNQ1 pot	KCNQ1 inh
COc1cc(/C=N/n2c(-c3ccccc3)n[nH]c2=S)cc(OC)c1OC	i	i	-2.8	7.8	i	21.5	i	i	i	i	i
O=C(CN(CCCN1CCOCC1)C(=O)Cn1nnc(-c2ccc(F)cc2)n1)NC1CCCCC1	i	i	-10.6	?	i	-4.0	i	i	i	i	i
CCOc1ccc(N(CC(=O)N/N=C/c2ccccn2)S(=O)(=O)c2ccc(Cl)cc2)cc1	i	.	-17.3	.	i	10.2	i	i	i	i	i
CCOC(=O)c1c(NC(=O)CNC2CCCCC2)sc(C)c1C	i	i	-26.8	-9.4	i	0.6	i	i	i	i	i
NC(=S)N=Nc1c(O)[nH]c2ccc(F)cc12	i	i	-9.6	7.3	i	3.3	i	i	i	i	i
O=C(CCCc1nc(-c2ccccc2)no1)NC1CCCCC1	i	i	-3.6	-1.4	i	-8.2	i	i	i	i	i
COC(C(=O)Nc1ccccc1C(=O)N1CCOCC1)c1ccccc1 (stereo not given)	i	i	-6.5	-8.8	i	-1.0	i	i	i	i	i
CCCC(O)(c1ccc(CC)cc1)C(CN1CCOCC1)c1ccccc1 (stereo not given)	i	i	-5.4	12.5	i	-8.5	i	i	i	i	i
CSc1nc2c(c(=O)[nH]1)C(c1ccc(Cl)cc1)CC(=O)N2 (stereo not given)	i	i	2.9	8.9	i	0.6	i	i	i	i	i
COC(=O)C1=C(C(=O)c2ccc(C)cc2)C(c2ccc(OC)c(OC)c2)n2nnnc2N1 (stereo not given)	i	i	-11.0	-10.0	i	7.1	i	i	i	i	i
COc1ccc(C2c3[nH]c4ccccc4c3CCN2CCCn2cccn2)cc1C (stereo not given)	i	i	-12.6	1.5	i	-3.6	i	i	i	i	i
O=C(CN1CCN(C(=O)c2ccco2)CC1)Nc1ccc(Cl)c(S(=O)(=O)N2CCOCC2)c1	i	i	-3.8	6.1	i	-9.7	i	i	i	i	i
COc1cc(-c2nc3cnccn3c2Nc2ccc(C(C)C)cc2)ccc1O	i	i	-6.8	0.5	i	3.0	i	i	i	i	i
CC1=C(C#N)CCC(=O)N1Cc1c(C)cc(C)cc1C	i	i	-8.6	3.3	i	-4.5	i	i	i	i	i
O=C(O)CCN1C(=O)c2ccccc2Sc2ncccc21	i	i	-5.0	7.1	i	-4.1	i	i	i	i	i
CC(C(=O)Nc1ccccc1)N(C)CCOc1ccc(Br)cc1 (stereo not given)	i	i	-5.6	12.2	i	4.6	i	i	i	i	i
O=C(CSC1=NS(=O)(=O)c2cc(Cl)ccc2N1)NCCc1ccccc1	i	i	-10.4	-2.3	i	8.1	i	i	i	i	i
Cc1ccc(C(=O)NCc2n[nH]c(=S)n2-c2ccccc2)cc1[N+](=O)[O-]	i	i	-7.1	-3.4	i	-2.4	i	i	i	i	i
COC(=O)Nc1ccc(S(=O)(=O)Nc2cnc3ccccc3n2)cc1	i	i	-15.1	-0.4	i	-1.8	i	i	i	i	i
CCN(Cc1ccccc1)C(=O)c1ccc(SC)cc1OC	i	i	-3.1	1.1	i	0.9	i	i	i	i	i
Cn1c(CN2CCOCC2)nnc1SCC(=O)Nc1ccc2c(c1)OCCO2	i	i	-6.0	0.8	i	2.8	i	i	i	i	i
COc1ccc2oc(C(=O)Nc3ccc(C)cn3)c(C)c2c1	i	i	-6.8	-9.7	i	-4.4	i	i	i	i	i
CCn1c(CC(=O)Nc2ccccc2Cl)nnc1SCC(=O)NC1CCCC1	i	i	-2.9	-7.0	i	-4.1	i	i	i	i	i
COc1ccc(C(=O)/C=C/c2ccc(F)cc2)c(OC(=O)c2ccc([N+](=O)[O-])cc2)c1	i	i	-14.5	7.2	i	32.4	i	i	i	i	i
C[C@H](NS(=O)(=O)OCC(Cl)(Cl)Cl)C1CC1c1ccccc1 (stereo not given in full)	i	i	-10.2	0.1	i	3.8	.	i	i	i	6*
COc1ccc(C(=O)N(C)CCCC2CCCC2)cc1OC1CCN(C(C)=O)CC1	i	i	-12.3	-0.7	i	-4.4	i	i	i	i	i
Cc1ccc(OCC(=O)O/N=C(\N)c2ccncc2)c(C)c1	i	i	-6.1	-16.1	i	-2.5	i	i	i	i	i
NC(=O)c1ccc(NC(=O)COC(=O)CCc2ccc(S(=O)(=O)N3CCCCC3)cc2)cc1	i	.	-10.0	3.9	i	-2.7	i	i	i	i	i
O=C(Cn1nc(-c2ccccc2)ccc1=O)NCC1COCCO1 (stereo not given)	i	i	-7.3	-1.2	i	-7.0	i	i	i	i	i
OCCN(CCO)c1nc2ccccc2[nH]1	i	i	-6.6	-0.1	i	-1.9	i	i	i	i	i
O=C(CN1CCC(n2nnc3cc(C(F)(F)F)ccc32)CC1)N1CCc2ccccc21	i	i	-5.1	-10.2	i	-0.7	i	i	i	i	i
CN(Cc1ccccc1)C(=S)Nc1ccc(OC(F)F)cc1	i	i	-3.2	-45.1	i	-0.5	i	i	i	i	i
COCCCNC(NC(=O)c1ccc(Cl)cc1)C(Cl)(Cl)Cl (stereo not given)	i	i	-9.9	-6.8	i	9.2	i	i	i	i	i
O=S(=O)(c1ccc(N2CCCC2)cc1)C(F)(F)F	i	i	-5.4	-12.3	i	-2.5	.	i	i	i	i
CC(O)c1ccc(Oc2cnccn2)cc1 (stereo not given)	i	i	-8.3	-4.8	i	-0.5	i	i	i	i	i
CCOc1ccc(NC(=O)CSc2nnnn2C2CCCC2)cc1	i	i	-11.1	3.8	i	-2.5	i	i	i	i	i
CC(=O)c1ccc(N(CC(=O)NCCc2ccccc2)C(=O)c2csnn2)cc1	i	i	-5.5	-0.6	i	1.0	i	i	i	i	i
Cc1cc(OCC(O)CN2C(C)CCCC2C)ccc1C(C)C (stereo not given)	i	i	-13.6	-0.6	i	-7.1	i	i	i	i	i
CCc1nn(CC(=O)NCCN2CCN(C)CC2)c(=O)c2cc3occc3n12	i	i	-10.2	0.2	i	1.9	i	i	i	i	i
O=C(Cc1coc(-c2ccc(F)cc2)n1)NCc1ccccc1	i	i	-5.6	-13.2	i	3.5	i	i	i	i	i
O=C(NCCCN1CCCC1=O)Nc1cc(Cl)ccc1Cl	i	i	-1.7	2.3	i	1.2	i	i	i	i	i
COc1ccc2c(=O)c(-c3ccc4c(c3)OCO4)coc2c1	i	i	-10.7	6.8	i	1.8	i	i	i	i	i
CCC1CCCCN1C(=O)CCc1nnc(C2CCCCC2)o1 (stereo not given)	i	i	-3.0	-1.2	i	-5.7	i	i	i	i	i
O=C(NCc1ccccc1Cl)c1cccc(NC2=NC3CS(=O)(=O)CC3S2)c1 (stereo not given)	i	i	-7.1	3.0	i	4.3	i	i	i	i	i
Clc1ccc(SCc2nc3ccccc3[nH]2)cc1	i	i	-11.1	-2.9	i	-1.8	i	i	i	i	i
O=S(=O)(NCc1cccs1)NCc1ccccc1F	i	i	-10.3	4.6	i	-0.2	i	i	i	i	i
CC(C)CN1CCN(Cc2cc3ccccc3[nH]2)CC1CCO (stereo not given)	i	i	-0.9	-3.1	i	-0.5	i	i	i	i	i
Cc1ccc(C)c(CN2C(=O)c3ccccc3S(=O)(=O)c3ccc(C(=O)N4CCN(C)CC4)cc32)c1	i	i	-10.3	8.7	i	-1.8	i	i	i	i	i
Fc1cccc(Cl)c1CNn1cn[nH]c1=S	i	i	-4.4	1.8	i	-47.2	i	i	i	i	i
O=C(CSc1nc2sccc2c(=O)[nH]1)N1CCN(c2ccccc2)CC1	i	i	-4.1	-9.4	i	0.2	i	i	i	i	i
CC(C(=O)OCC(=O)c1ccc(Br)cc1)N1C(=O)C2C3C=CC(C3)C2C1=O (stereo not given)	i	i	-6.4	-27.7	i	-1.8	i	i	i	i	i
COc1ccc(-c2[nH]c3ccccc3c2SCCNC(=O)c2ccccc2)cc1	i	i	-15.0	-4.4	i	1.1	i	i	-9.63*	i	i
CN(C)C(=O)CN1CCN(C(=O)CCl)CC1	i	i	5.1*	2.3	i	-2.5	i	i	i	i	i
Cc1ccc(C2=NCCn3nc4cc([N+](=O)[O-])ccc4c32)cc1	i	i	-7.6	-0.4	i	24.4	i	i	i	i	i
Cc1ccccc1Cn1c(=O)sc2ccccc2c1=O	i	i	-1.7	2.3	i	2.3	i	i	i	i	i
CC(=O)C1=C(C)NC(C)=C(C(C)=O)C1c1ccccc1	i	i	-12.4	-0.6	i	.	i	i	i	i	i
COc1cc(-c2nc(C(=O)NC3CCCCC3)cc3c2[nH]c2ccccc23)cc(OC)c1OC	i	i	-10.8	2.2	i	-1.4	i	i	i	i	i
O=C(Oc1ccccc1C(=S)N1CCOCC1)c1ccccc1	i	i	-9.0	0.8	i	-6.7	i	i	i	i	i
COc1ccc(CSc2nnc(Cc3sc(-c4ccccc4)nc3-c3ccccc3)o2)cc1	i	i	-8.3	1.2	i	-7.1	i	i	i	i	i
Cc1ccc(C(C(=O)NCc2ccco2)N(C(=O)CNC(=O)c2cccs2)c2ccc(C)cc2)cc1 (stereo not given)	i	i	-5.2	-3.7	i	3.7	i	i	i	i	i
COc1ccc(C(=O)NC(=S)Nc2nnn(C)n2)cc1	i	i	-5.5	-13.5	i	-1.3	i	i	i	i	i
CCCCS(=O)(=O)N1CCCC(C(=O)Nc2ccc(Cl)cn2)C1 (stereo not given)	i	i	-3.7	6.1	i	40.6	i	i	i	i	i

2 neighbouring compounds from above, quoted:
SMILES	TRPC4 agonist	PolyA inhibitor	hERG rescue	Platelet DG rel	KCNK9 block	Dyrk1A ADPGlo	TRPC4 block	TRPC4 PAM	KCNK3 block	KCNQ1 pot	KCNQ1 inh
O=S(=O)(NCc1cccs1)NCc1ccccc1F	i	i	-10.3	4.6	i	-0.2	i	i	i	i	i
CC(C)CN1CCN(Cc2cc3ccccc3[nH]2)CC1CCO (stereo not given)	i	i	-0.9	-3.1	i	-0.5	i	i	i	i	i

Assay outcomes deposited in PubChem by several laboratories.

This is a subset; count on the stated rates, not on these rows.
